TEAD-YAP block: TEAD-YAP interaction inhibition | 640,000 compounds, 1.4% hits | AID 1259422 | HEK-TIYL cells, TEAD-Gal4/YAP UAS-luciferase luminescence | inhibition, % at 9.12 µM; in the data active = inhibition above about 32%;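 also: 0% = median of test compound wells and 100% = reference inhibitor wells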
FBW7 act: activators of human E3 ligase FBW7; 650,000 compounds, 0.13% hits; normalized activity (activation), % at 26.1 µM; Q969H0; AlphaScreen FBW7–phospho-cyclin E peptide binding, activator screen; AID 1259310; in the data active = normalized activity above about 1.9%;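 also: purified mutant Fbw7 with reduced substrate affinity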
MITF primary: blocks human microphthalmia-associated transcription factor. inhibition, % at 2.6 µM. 650,000 compounds, 0.91% hits. AlphaScreen MITF homodimerization, bead proximity signal; in the data active = inhibition above about 50%;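 also: 0% = vehicle wells with protein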
Target sequence (O75030 whole entry, looked up): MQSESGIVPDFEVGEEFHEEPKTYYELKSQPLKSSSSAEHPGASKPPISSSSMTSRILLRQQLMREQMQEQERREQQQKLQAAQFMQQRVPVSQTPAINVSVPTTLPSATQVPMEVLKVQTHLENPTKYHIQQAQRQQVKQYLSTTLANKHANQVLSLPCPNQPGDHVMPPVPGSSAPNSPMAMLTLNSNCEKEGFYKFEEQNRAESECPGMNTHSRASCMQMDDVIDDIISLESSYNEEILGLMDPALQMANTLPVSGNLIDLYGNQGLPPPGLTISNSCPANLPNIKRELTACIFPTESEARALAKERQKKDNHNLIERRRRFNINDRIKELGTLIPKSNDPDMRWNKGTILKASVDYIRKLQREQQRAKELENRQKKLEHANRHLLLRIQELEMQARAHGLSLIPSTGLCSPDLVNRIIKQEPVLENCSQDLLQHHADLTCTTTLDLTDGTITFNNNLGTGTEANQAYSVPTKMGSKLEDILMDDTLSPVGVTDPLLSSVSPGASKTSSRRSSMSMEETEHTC
GPR151 activ: activates the human receptor GPR151. 650,000 compounds, 1% hits. PathHunter beta-arrestin GPR151 cells, luminescence. activation, % at 11.2 µM. AID 1508602; in the data active = activation above about 4.9%;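 also: 0% = median of compound wells and 100% = cells with positive control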
Target sequence (Q8TDV0 whole entry, looked up): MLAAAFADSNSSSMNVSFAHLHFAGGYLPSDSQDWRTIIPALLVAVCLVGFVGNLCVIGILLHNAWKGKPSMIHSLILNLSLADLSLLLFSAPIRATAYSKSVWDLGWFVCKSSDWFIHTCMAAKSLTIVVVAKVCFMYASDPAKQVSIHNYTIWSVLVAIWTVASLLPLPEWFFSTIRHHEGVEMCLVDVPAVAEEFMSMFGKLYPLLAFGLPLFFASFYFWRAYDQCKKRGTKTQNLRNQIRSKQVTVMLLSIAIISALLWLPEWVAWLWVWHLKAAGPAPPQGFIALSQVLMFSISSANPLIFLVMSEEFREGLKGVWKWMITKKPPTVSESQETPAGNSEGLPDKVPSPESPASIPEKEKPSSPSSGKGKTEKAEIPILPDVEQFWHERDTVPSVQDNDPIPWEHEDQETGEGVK
An asterisk follows results filed as active; & = joins results of further samples. Hits appear at their usual frequency. Share with any hit: about 3.5%.

SMILES	TEAD-YAP block	FBW7 act	MITF primary	GPR151 activ
COc1ccc(C2CC(c3ccc(Br)cc3)=NN2C(=O)CSc2nncn2C)cc1 (configuration not stated)	4	-0.4	-9	1.3
O=C(c1ccc(C(=O)N2CCN(c3ccccc3)CC2)cc1)N1CCN(c2ccccc2)CC1	2	0.1	4	0.4
C=CCOC(=O)C1=C(C)NC(=O)NC1c1ccc(Br)cc1 (configuration not stated)	1	0.0	3	-0.4
CCc1nn(CC(=O)NCc2cccc(OC)c2OC)c(=O)c2cc3occc3n12	-10	0.3	7	1.4
Cc1cccc(NC2=C(NCCO)C(=O)c3ccccc3C2=O)c1	-21	-0.2	34	-1.8
Cc1cccc2cc(CN(C(=O)c3cnccn3)C3CCCC3)c(=O)[nH]c12	2	0.1	0	-0.2
CCOC(=O)c1csc(NC(=O)Nc2cccc(C)c2)n1	-11	0.0	4	-0.2
Cc1ccc(NC(=O)CCC(=O)O)cc1F	8	0.0	6	0.6
CCOC(=O)c1ccccc1C(=O)N1CCOCCOCCN(C(=O)c2ccccc2C(=O)OCC)CCOCCOCC1	3	-0.1	-6	-0.7
Cc1cc(SCC(=O)Nc2ccccc2)nc2ccc(F)cc12	4	0.0	1	1.8
Nc1c(C(=O)c2ccc(F)cc2)sc2nc3c(c(-c4cccs4)c12)CCCC3	-3	0.0	2	-0.3
O=C(NC1CCCC1)C1CCCN(C(=O)N2CCOc3ccccc32)C1 (configuration not stated)	10	0.2	3	1.4
Cc1ccc(C(=O)Nc2sc3c(c2C(=O)N2CCC(C(N)=O)CC2)CCC(C(C)(C)C)C3)cc1 (configuration not stated)	9	0.0	-4	-0.2
O=C(Cc1ccccc1)Nc1cccc(-c2nc3ncccc3o2)c1	-9	-0.1	-1	-1.3
O=c1c([N+](=O)[O-])c(N2CCN(CCO)CC2)c2ccccc2n1-c1ccccc1	14	-0.1	14	-1.3
O=C(Nc1ccc(OC(F)(F)F)cc1)c1cnn2cccnc12	-6	0.0	-17	-2.9
CSc1nnc2c(n1)OC(c1ccc(C(=O)O)cc1)Nc1ccc(Br)cc1-2 (configuration not stated)	5	0.3	10	1.3
CCOc1ccc(-n2nnc(C(=O)OCc3nc(-c4ccc(OC)cc4)oc3C)c2C)cc1	-3	0.2	10	0.0
CCOC(=O)c1c(CSc2nnc(NCCOC)s2)nc2ccccc2c1C	6	0.0	2	2.4
COc1cccc(NC(=S)N(CCN(C)C)Cc2cccs2)c1	-1	0.1	2	-0.2
CC(C)C(C(=O)O)N1C(=O)c2ccccc2C1=O (configuration not stated)	9	0.1	-16	-1.8
COC(=O)C(C#N)C1CC(C)(C)NC(C)(C)C1 (configuration not stated)	7	-0.2	21	-1.1
CN(C)CCOc1cc(-c2cn[nH]c2)ccc1NC(=O)C1CC(=O)c2ccccc2C1 (configuration not stated)	0	0.1	13	0.4
O=S(=O)(c1ccc(I)cc1)N1CCSC1c1ccccc1Cl (configuration not stated)	-11	-0.1	-5	-0.9
O=C(Cc1ccc(N2CCC(NCC(F)(F)F)CC2)cc1)NCc1ccccc1	26	0.1	7	-1.9
CC(C)C(=O)Nc1nnc(-c2ccc3c(c2)CCCC3)o1	-35	0.2	1	2.5
Cc1cc(C)cc(-n2ncc3c(NCC(C)O)ncnc32)c1 (configuration not stated)	-39	-0.1	8	1.1
COC(=O)c1ccc2c(=O)n(Cc3ccc4c(c3)OCO4)c(SCC(=O)N3CCN(c4ccccc4OC)CC3)nc2c1	-4	-0.1	8	-1.0
COc1ccc(C(=O)N/N=C\c2cccc([N+](=O)[O-])c2)cc1OC	-20	-0.2	-10	0.0
COCCn1nnnc1C(C(C)C)N1CCN(c2nc3ccccc3s2)CC1 (configuration not stated)	3	0.0	-2	0.8
Cc1c(C(=O)Nc2nc3ccccc3s2)sc2ncn(Cc3ccccc3F)c(=O)c12	10	-0.1	-4	1.0
O=C(Nc1cccc([N+](=O)[O-])c1)NC1(C(F)(F)F)Oc2ccccc2O1	-12	0.5	3	-0.6
CC(C)c1ccc(NC(=O)C2CC3CCCN3C23C(=O)N(C)c2ccccc23)cc1 (configuration not stated)	-11	0.0	-1	-0.2
Cc1nc2ccc(Br)cc2c(-c2ccccc2)c1C1=NN(C(=O)CCC(=O)O)C(c2ccc(Br)cc2)C1 (configuration not stated)	9	0.0	13	1.1
COc1ccc(/C(N)=C/C(=O)C(C)(C)C)cc1	6	0.0	6	0.3
O=C(O)C1CSC(c2cc(Br)ccc2F)N1 (configuration not stated)	-33	0.2	-2	-0.9
COc1ccc(C)cc1NC(=O)c1cc2ccccc2cc1O	-6	0.3	16	0.6
COC(=O)c1ccc(CN[C@H]2C[C@@H](C(=O)NC(C)C)N(Cc3ccccc3Cl)C2)cc1	-15	-0.1	4	-0.9
COC(=O)c1cc(NC(=O)c2cccs2)cc(C(=O)OC)c1	9	-0.1	3	-0.2
O=C(Nc1ccc(-c2nc3cc(Cl)ccc3o2)cc1)c1ccc(I)cc1	-4	0.0	4	0.3
COc1ccc(C(=O)NC(=S)N2CCNC(=O)C2CC(=O)OC(C)C)cc1 (configuration not stated)	-5	0.0	-3	1.1
COC(=O)C1=C(C)NC2=C(C(=O)CC(c3ccc(OC)c(OC)c3)C2)C1c1ccc(Cl)c(Cl)c1 (configuration not stated)	-3	-0.1	5	0.1
O=C(Nc1ccccc1N1CCOCC1)c1ccccc1F	4	0.0	-8	0.8
Cc1cc2c(cc3c(=O)n(CC(=O)N4CCCCC4C)ncn32)s1 (configuration not stated)	0	0.3	20	-0.8
O=C1CN(C(=O)c2ccc3c(c2)S(=O)(=O)c2ccccc2C3=O)c2ccccc2N1	0	-0.1	17	0.1
Cc1ccccc1C1C2=C(Nc3c1c(=O)[nH]c(=O)n3C)c1ccccc1C2=O (configuration not stated)	-15	1.4	3	-0.1
CCCCCOc1ccc(C2(Cc3nc4ccccc4[nH]3)C(=O)c3ccccc3C2=O)cc1	-3	-0.1	-5	0.5
COc1ccccc1Nc1cc(C)nc2ccc(C)cc12	9	0.4	10	1.3
O=C(Nc1ccc2c(c1)OCO2)c1cc(-c2ccccc2F)no1	-26	0.0	12	5.2*
CCCNS(=O)(=O)c1ccc(F)c(C(=O)Nc2c(C)cc(C)cc2C)c1	16	0.6	19	2.1

Other records
SMILES	TEAD-YAP block	FBW7 act	MITF primary	GPR151 activ
COC(=O)C1=C(C)N(Cc2ccco2)C(=O)/C1=C\c1ccccc1[N+](=O)[O-]	-8	0.2	20	4.2
Cc1ccc(CNC(=O)CN(C)S(=O)(=O)c2ccccc2)cc1	0	0.1	9	-0.2
CCC(C)NC(=O)CCC(=O)Nc1ccc2nc(N3CC(C)CC(C)C3)cc(C)c2c1 (configuration not stated)	-1	0.0	0	-0.4
Cc1nc2cc(NC(=O)c3ccc(Br)cc3)ccc2s1	-26	0.5	5	2.0
CC(=O)NC(c1cccc(Cl)c1)c1cc(Cl)c2cccnc2c1O (configuration not stated)	36*	-0.8	19	0.3
Cc1ccccc1N/C(SCc1ccc(Cl)cc1)=C(/C#N)C(=O)NCc1ccco1	4	0.7	17	2.3
Cc1ccc(C)c(Nc2nc(N)c3ccccc3n2)c1	4	-0.1	20	-2.7
COc1cc(Nc2nc(Nc3ccc(N4CCOCC4)cc3)c3[nH]cnc3n2)cc(OC)c1OC	64*	0.1	13	-3.8
CC1CN(Cc2csc(-c3ccc(Cl)cc3)n2)CC(C)O1 (configuration not stated)	-39	0.0	43	0.6
Cn1cc(-c2cc(Nc3ccc(-n4cnc(-c5ccccn5)n4)cc3)ncc2Cl)cn1	15	-0.1	5	-0.5
CC(=O)N[C@@H](CC(C)C)C(=O)NCC1Cc2cc(-c3ncccc3C)ccc2O1 (some centres not stated)	-3	-0.1	-1	1.0
CCC(=O)NC(c1cccs1)c1cc(Cl)c2cccnc2c1O (configuration not stated)	23	-0.8	19	-0.1
O=C(c1cccnc1)n1nc(-c2cccnc2)nc1NCc1cccs1	2	0.7	9	-0.6
CCOC(CCn1c(SCC(=O)N2CCCCCC2)nc2ccccc2c1=O)OCC	-6	0.0	-3	0.7
Cc1c(N=c2scc(-c3ccccc3)n2-c2ccccc2)c(=O)n(-c2ccccc2)n1C	-6	0.0	4	0.3
Cc1cc(C)c2nc(N3CCCC(C(=O)NCCCN4CCOCC4)C3)sc2c1 (configuration not stated)	-14	-0.4	-10	1.7
CCCNC(=O)c1c(-c2ccccc2Cl)noc1C	0	0.2	18	0.4
Cc1ccc(C(=O)N/N=C\C=C\c2ccccc2[N+](=O)[O-])cn1	14	0.3	9	1.8
O=C(O)CCc1nc2ccccc2[nH]c1=O	-3&-9	-0.1&0.1	0&-4	-0.5&0.3
O=C(Cc1nnc(NC(=O)Nc2ccc(Cl)cc2Cl)s1)NCc1ccccc1	2	0.3	12	3.4
O=C1c2cnccc2CN1c1cccc(C(F)(F)F)c1	0	0.2	6	0.1
Cc1cc(/C=N/NC(=O)CSc2ncccn2)c(C)n1-c1cccc(Cl)c1	4	0.2	18	-1.1
Cc1ccc(C(=O)Nc2cccc(-c3nc4ncccc4o3)c2)cc1C	8	0.0	-1	1.0
Nc1cc(Cl)ccc1C(=O)OCC(=O)NCc1ccc(Cl)cc1	-6	0.0	18	1.6
COc1ccc(C(C)NC(=O)C(=O)NCc2ccccn2)cc1 (configuration not stated)	-9	-0.3	-5	0.1
CC1(C)CC(=O)c2cc(C(=O)O)c(=O)n(-c3ccccc3)c2C1	-9	-0.1	6	-0.6
Fc1ccccc1CN1CCc2nnc(CCc3ccccc3)n2CC1	9	0.1	7	0.0
N#C/C(=C\c1ccc2c(c1)OCO2)C(=O)Nc1ccc2ccccc2c1	-9	-0.2	-10	0.3
CC(C)(C)c1nnc(NCc2cccnc2)[nH]c1=O	5	0.1	6	0.5
Cc1nc(CNC(=O)CC2C(=O)NCCN2Cc2ccc(-c3ccccc3)cc2)cs1 (configuration not stated)	3	0.0	-6	1.6
OCC(CO)(CO)NCC(O)CN1c2ccccc2Sc2ccccc21 (configuration not stated)	0	-0.1	3	0.2
O=C(NCCNC1CCCCCC1)c1ccco1	7	-0.2	14	-0.3
O=C(CNC(=S)N(CCCN1CCOCC1)Cc1cccs1)NCCCN1CCOCC1	-1	0.1	-4	-0.4
COc1ccccc1/C=C1/C(=N)N2C(c3ccccc3)=CSC2=NC1=O	-22	-0.1	12	-0.9
COc1ccc(CN2CCC(C(=O)NC(C)(C)C)CC2)c(OC)c1	-6	0.1	-2	1.4
O=C(Nc1cccc2ccccc12)N(c1ccccc1)c1ccccc1	-7	0.1	-1	0.8
Cc1ccc(-n2nnc(-c3nc(-c4ccc5c(c4)OCO5)no3)c2N)cc1	-13	0.8	12	-1.3
CCc1ccc(-n2c(=S)sc3c(=O)n(-c4ccccc4C)c(=S)[nH]c32)cc1	6	-0.1	3	1.5
CC(C)N(CCNC(=O)Cc1cn(-c2ccc(Nc3ccc(N4CCOCC4)cc3)nn2)c2ccccc12)C(C)C	1	-0.2	4	-2.3
CCn1cc(C(=O)N2CCCC(c3ccnc4nc(C(F)(F)F)nn34)C2)c(C)n1 (configuration not stated)	-10	0.3	12	-0.6
Cc1nc(-n2ncc(C(=O)NC3CCCC3)c2C)[nH]c(=O)c1C	-1	-0.1	6	-0.2
COC(=O)c1ccccc1Nc1c([N+](=O)[O-])cc(C(F)(F)F)cc1[N+](=O)[O-]	4	0.1	16	-0.3
Cc1cc(C)n2c(nc3ccccc32)c1C(N)=O	5	0.6	-4	0.3
O=C(CCCN1C(=O)c2cccc3cccc(c23)C1=O)Nc1cccnc1	-1	-0.1	7	-0.7
CC(=O)N/C(=C/c1ccccc1Br)C(=O)NCc1ccco1	2	0.2	-3	0.6
COc1ccc(C)cc1S(=O)(=O)n1nc(C)cc1C	6	-0.1	-1	-1.1
COc1ccc(N2CCN(c3ncnc4sc(C(=O)Nc5ccc(Oc6ccccc6)cc5)c(C)c34)CC2)cc1	-2	0.0	-11	0.5

Arranged by formula weight (largest number first): part of the list above.
SMILES	TEAD-YAP block	FBW7 act	MITF primary	GPR151 activ
CC(C)N(CCNC(=O)Cc1cn(-c2ccc(Nc3ccc(N4CCOCC4)cc3)nn2)c2ccccc12)C(C)C	1	-0.2	4	-2.3
O=C(CNC(=S)N(CCCN1CCOCC1)Cc1cccs1)NCCCN1CCOCC1	-1	0.1	-4	-0.4
CCc1ccc(-n2c(=S)sc3c(=O)n(-c4ccccc4C)c(=S)[nH]c32)cc1	6	-0.1	3	1.5
CCn1cc(C(=O)N2CCCC(c3ccnc4nc(C(F)(F)F)nn34)C2)c(C)n1 (configuration not stated)	-10	0.3	12	-0.6
COC(=O)c1ccccc1Nc1c([N+](=O)[O-])cc(C(F)(F)F)cc1[N+](=O)[O-]	4	0.1	16	-0.3
OCC(CO)(CO)NCC(O)CN1c2ccccc2Sc2ccccc21 (configuration not stated)	0	-0.1	3	0.2
CC(=O)N/C(=C/c1ccccc1Br)C(=O)NCc1ccco1	2	0.2	-3	0.6
Cc1ccc(-n2nnc(-c3nc(-c4ccc5c(c4)OCO5)no3)c2N)cc1	-13	0.8	12	-1.3
O=C(Nc1cccc2ccccc12)N(c1ccccc1)c1ccccc1	-7	0.1	-1	0.8
COc1ccc(CN2CCC(C(=O)NC(C)(C)C)CC2)c(OC)c1	-6	0.1	-2	1.4
Cc1nc(-n2ncc(C(=O)NC3CCCC3)c2C)[nH]c(=O)c1C	-1	-0.1	6	-0.2
COc1ccc(C)cc1S(=O)(=O)n1nc(C)cc1C	6	-0.1	-1	-1.1
O=C(NCCNC1CCCCCC1)c1ccco1	7	-0.2	14	-0.3
Cc1cc(C)n2c(nc3ccccc32)c1C(N)=O	5	0.6	-4	0.3
